STAT3 blocker: inhibitors of IL-6 induced STAT3 signaling | U3A cells, IL-6 STAT3-luciferase reporter, luminescence; host cell line lacks STAT1 | inhibition, % at 5.5 µM | actives 0.89% (n = 190,000) | AID 862;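 active = inhibition above the mean inhibition across all screened compounds plus 3 SD, cut at about 44% in these data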;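 note: 0% = DMSO only wells and 100% = 100 µM nifuroxazide control wells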
STAT1 inh: STAT1 signaling inhibition; NIH 3T3 STAT1-luciferase reporter, IFN-gamma, luminescence; inhibition, % at 5.5 µM; actives 0.35% (n = 200,000); AID 920;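 active = inhibition above a set limit, the mean inhibition across all tested compounds plus 3 SD, cut at about 34% in these data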;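 note: 0% = IFN-gamma with DMSO and 100% = IFN-gamma with 300 µM nifuroxazide; values of inactives mirror those of a sister screen read the other way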
APP 5UTR inh: APP translation inhibition; inhibition, % at 2 µM; SH-SY5Y APP 5'UTR-luciferase reporter, luminescence; actives 0.82% (n = 190,000);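 active = inhibition above a set limit, derived from the sample mean plus 3 SD, cut at about 45% in these data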; note: values of inactives mirror those of a sister screen read the other way
STAT3 activator: activators of IL-6 induced STAT3 signaling; U3A cells, IL-6 STAT3-luciferase reporter, luminescence; 100% = signal with IL-6 EC80 alone; activation (% of control), % at 5.6 µM; actives 0.91% (n = 190,000); AID 871;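 active = activation above the screen-wide mean of compound activation plus 3 SD, cut at about 130% in these data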;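 note: 0% = background luminescence of wells with medium and substrate only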
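Assay system – human STAT1-deficient U3A cells with stable STAT3-luciferase reporter · Also added – IL-6 (33 ng/mL) · Schedule – compound 1 h, then IL-6 6 h at 37 °C · Technique – reporter luminescence signal · Evaluation – % activation versus median of IL-6-stimulated wells · Benchmarks – IL-6-only wells as 100% reference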
FLuc act counter: firefly luciferase counter-screen for stimulation assays; P08659; ATPlite luciferase biochemical, luminescence, 10 min; 0 = ATP-free wells, 1 = DMSO control; activation factor at 10 µM; 200,000 tested, under 10 active;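 active = luciferase activation factor, scaled between plate controls, of at least 2 with compound at 10 µM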
Target sequence (P08659 whole entry, looked up): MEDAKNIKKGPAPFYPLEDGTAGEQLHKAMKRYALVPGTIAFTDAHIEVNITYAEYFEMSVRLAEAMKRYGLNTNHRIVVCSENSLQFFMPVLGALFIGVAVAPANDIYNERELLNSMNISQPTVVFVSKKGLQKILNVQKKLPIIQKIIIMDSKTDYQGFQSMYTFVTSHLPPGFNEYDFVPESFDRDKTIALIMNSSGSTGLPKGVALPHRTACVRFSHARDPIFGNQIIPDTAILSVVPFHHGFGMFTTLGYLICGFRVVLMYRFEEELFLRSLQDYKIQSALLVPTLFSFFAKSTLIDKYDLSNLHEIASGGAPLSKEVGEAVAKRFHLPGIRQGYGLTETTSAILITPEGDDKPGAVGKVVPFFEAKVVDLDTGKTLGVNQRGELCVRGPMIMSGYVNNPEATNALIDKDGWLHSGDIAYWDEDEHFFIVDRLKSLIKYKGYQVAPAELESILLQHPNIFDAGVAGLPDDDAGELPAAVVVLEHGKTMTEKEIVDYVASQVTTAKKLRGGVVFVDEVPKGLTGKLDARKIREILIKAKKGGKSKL
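Assay system – cell-free luciferase reagent · Medium – PBS-based ATP solution · Dosing – test compounds dosed from 2 mM stocks in 100% DMSO · Timing – 10 min, room temperature · Technique – light output (luminescence) · Measure – luminescence gain marking luciferase activators · Controls – No-ATP low control, compound-free enzyme-plus-ATP high control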
ROMK primary: human ROMK K+ channel modulation, primary screen; P48048; actives 2% (n = 130,000); Tet-inducible ROMK, thallium flux fluorescence; actives lie on both sides; B-score at 10 µM; AID 1918;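 active = signal ratio slope over the read window, or its plate-corrected B-score, at least 3 SD from the plate mean, either direction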;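 note: B-score of the F/F0 ratio slope over 7 to 12 s after thallium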
Target sequence (P48048 whole entry, looked up): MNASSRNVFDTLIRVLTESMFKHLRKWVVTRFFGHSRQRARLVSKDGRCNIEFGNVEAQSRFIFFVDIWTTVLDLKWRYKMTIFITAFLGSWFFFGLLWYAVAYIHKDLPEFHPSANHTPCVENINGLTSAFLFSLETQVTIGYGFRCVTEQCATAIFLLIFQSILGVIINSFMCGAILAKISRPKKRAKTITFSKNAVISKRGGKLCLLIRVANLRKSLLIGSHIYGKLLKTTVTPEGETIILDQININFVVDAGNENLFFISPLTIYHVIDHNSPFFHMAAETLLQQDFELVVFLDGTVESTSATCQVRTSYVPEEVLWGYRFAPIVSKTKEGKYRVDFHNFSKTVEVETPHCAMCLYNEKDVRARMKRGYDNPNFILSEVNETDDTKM
NF-kB expr up: NF-kB expression increase, human neuronal cells. fold change at 12.5 µM. AID 1239. actives 1.6% (n = 190,000). NF-kB reporter expression; active compounds read high; in the data active = fold change above about 3.3
FLuc inhib CS: counter-screen for luciferase assay inhibitors: firefly luciferase inhibition; ATPLite firefly luciferase biochemical luminescence, 10 min; AID 1006; actives 1.5% (n = 200,000); inhibition, % at 10 µM;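 active = inhibition above about 50% when tested at 10 µM, limit read from the data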
APP 5'UTR act: activates APP 5'UTR luciferase reporter | SH-SY5Y APP 5'UTR luciferase reporter, luminescence; zero percent = DMSO vehicle wells | activation, % at 2 µM | actives 1% (n = 190,000) | AID 1276;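 active = activation above a set limit, based on mean plus 3 SD of controls, cut at about 140% in these data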; note: values of inactives mirror those of a sister screen read the other way
STAT1 activator: increases IFN-gamma driven STAT1 reporter signal. NIH 3T3 STAT1-luciferase reporter, luminescence; 100% = IFN-gamma alone, no compound. activation (% of control), % at 5.5 µM. actives 2.6% (n = 200,000). AID 932;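 active = activation above the screen-wide mean activation plus 3 SD, cut at about 130% in these data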;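 note: raw ratio to IFN-gamma control signal so 100% means no change and 0% no light; values of inactives mirror those of a sister screen read the other way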
* hit, by the source's call; nt = no result given.

SMILES	STAT3 blocker	STAT1 inh	APP 5UTR inh	STAT3 activator	FLuc act counter	ROMK primary	NF-kB expr up	FLuc inhib CS	APP 5'UTR act	STAT1 activator
CCOc1ccc(C2C(C(=O)c3cccs3)=C(O)C(=O)N2Cc2cccnc2)cc1OC (stereo unspecified)	18	-19	8	91	1.1	0.024	1.3	-8	-7	118
Cc1[nH]c2c(C)cccc2c1CC(=O)O	5	0	12	103	1	-0.27	1.1	4	-12	98
CCOC(=O)c1nn(-c2ccccc2C)c(=O)c(C#N)c1C	3	-2	13	98	1	-0.21	1.2	-4	-13	100
C=CCNC(=O)COc1ccc(S(=O)(=O)Nc2ccc(OCC)cc2)cc1	-14	6	5	109	1	-0.47	0.86	-1	-5	95
CCOC(=O)C(=NC(C)CC)NNc1ccc(Br)cc1 (stereo unspecified)	-10	-5	5	112	1.1	-0.39	1.3	-7	-5	104
Cc1ccc(NC(=O)CCC(=O)NNS(=O)(=O)c2ccccc2)c(C)c1	0	-3	2	104	1	0.11	1.2	-4	-1	103
Cc1ccc([N+](=O)[O-])cc1N=C(c1cccc(Br)c1)N1CCOCC1	-1	-1	6	108	1	-0.51	1	-4	-6	101
CC(C)n1c(NCCc2ccccc2)nc2c1c(=O)n(C)c(=O)n2C	45*	31	-4	65	1.1	nt	0.56	-8	4	76
COc1ccc(NC(=O)c2cc(S(=O)(=O)N3CCCCC3)ccc2N2CCCCC2)cn1	4	2	7	100	1.1	0.53	2.7	-10	-7	96
COc1ccc(-c2cn3c4c(sc3n2)CCCC4)cc1	21	-11	-130	83	0.1	0.77	7.4*	91*	130	124
O=C(CSc1nncn1-c1cccnc1)N(c1ccccc1)c1ccccc1	1	-5	-5	101	1	0.85	1.3	-2	5	103
CCOC(=O)c1c(C)oc2c(CC(=O)c3ccccc3)c(Cl)c(O)c(O)c12	3	-2	-22	97	1.1	0	0.92	-7	22	102
COCCNC(=O)c1ccc(CS(=O)(=O)c2ccc(Cl)cc2)o1	0	5	nt	105	1	nt	0.95	-4	nt	95
COc1cc(/C=C/C(=O)OCC(=O)Nc2ccccc2Sc2ccc(Cl)cc2)ccc1O	4	-3	17	97	1.1	0.51	1.3	-5	-17	103
O=C(CCc1nnc(CCCc2ccccc2)o1)N1CCCCCC1	-2	-61	-76	105	1	1.7	2.3	-3	76	153*
O=C(O)CCN1C(=O)/C(=C\c2ccc(-c3nc4ccccc4s3)o2)SC1=S	-24	3	6	118	1	-2.8	1.2	-4	-6	97
CC(=O)C1C(c2ccc(C)cc2)c2c(n[nH]c2C)CC1(C)O (stereo unspecified)	8	1	0	97	1.1	0.0074	1.1	-8	0	99
CCc1cccc(C)c1NC(=O)C1C2CCC(O2)C1C(=O)O (stereo unspecified)	6	9	5	97	1.1	nt	0.83	-6	-5	91
COc1ccc(C(=O)NCC(=O)OCc2ccccc2F)cc1	9	2	-5	96	1	0.047	1.1	0	5	96
COc1cc(Br)c(C(C)NC(=O)c2ccc(C)cc2)cc1OC (stereo unspecified)	11	5	-7	96	1.1	nt	0.88	-8	7	95
O=C(c1ccc(CSc2ccc(Cl)cc2)cc1)N1CCOCC1	7	5	-9	102	1	0.05	1.3	-5	9	96
CSc1nc2c(ccc3ccccc32)o1	11	-4	-10	93	1	nt	1.1	-3	10	104
COc1ccc(S(=O)(=O)N2CCOCC2)c(Cl)c1Cl	-1	2	-4	103	1	nt	1.4	1	4	98
O=c1c2ccccc2nc(/C=C/c2ccc([N+](=O)[O-])cc2)n1CCCO	8	-8	6	92	1	-0.88	0.44	-3	-6	108
CCS(=O)(=O)c1ccc2oc(Nc3ccc(OC)cc3)nc2c1	0	-15	-18	101	1	nt	1.3	3	18	113

Next compounds:
SMILES	STAT3 blocker	STAT1 inh	APP 5UTR inh	STAT3 activator	FLuc act counter	ROMK primary	NF-kB expr up	FLuc inhib CS	APP 5'UTR act	STAT1 activator
CN(C)CCC#CC(O)(c1ccccc1)c1ccccc1	-4	5	2	103	1.1	nt	1.1	-8	-2	95
CCOC(=O)c1c(NC(=O)c2ccoc2C)sc2c1CCC2	27	7	-5	80	1.1	nt	0.91	-6	5	94
CCCCC[C@H](O)/C=C/[C@H]1C=CC(=O)[C@@H]1C/C=C\CCCC(=O)O	-11	-3	-8	112	1	nt	1	-4	8	103
CC(C(=O)Nc1cccnc1)N1C(=O)C2C3C=CC(C3)C2C1=O (stereo unspecified)	7	-1	-4	96	1	1.3	1.1	-4	4	101
O=c1c(F)cn(C2CCCO2)c(=O)n1Cc1c(F)cccc1Cl (stereo unspecified)	-1	-1	-19	103	1.1	nt	0.81	-6	19	99
Cc1csc(=Nc2c(C)n(C)n(-c3ccccc3)c2=O)n1-c1ccccc1	-3	13	-13	102	1.1	0.78	1.2	-6	13	88
CCCC(=O)NCCCc1nc2ccccc2[nH]1	-8	9	-14	106	1.1	nt	1.2	-8	14	93
COc1ccc(S(=O)(=O)NC(C)C)cc1C(=O)NC1CCCCC1	-4	12	3	106	1.1	0.75	0.96	-8	-3	90
CCOC(=O)c1ccccc1NC(=O)Cn1cnc2c(cnn2-c2ccc(F)cc2)c1=O	1	8	3	100	1	0.5	0.9	-4	-3	93
c1ccc(C(c2nnnn2C2CCCC2)N2CCCCCC2)nc1 (stereo unspecified)	-4	-5	1	106	1	nt	1.3	-5	-1	105
Nc1nccc(/C=C/c2c(F)cccc2Cl)n1	27	-25	-27	81	0.9	-0.23	1.6	14	27	122
O=C(CSc1n[nH]c(-c2ccccc2)n1)Nc1ncc(Br)cc1Br	20	7	-25	86	1	nt	0.92	-4	25	94
COc1ccc(C(=O)Nc2cccc(C(=O)NCc3ccco3)c2)cc1	8	31	-13	97	0.8	-0.83	1.2	19	13	71
CCCCCCNC(=O)CCNS(=O)(=O)c1ccc(C)cc1	-1	1	-14	102	1	nt	1.9	4	14	98
CCOC(=O)C1C(=O)CC(C)(O)C(C(=O)OCC)C1c1cccs1 (stereo unspecified)	5	3	-15	96	1.1	0.21	1	-7	15	97
CSCC[C@H](NC(=O)OC(C)(C)C)C(=O)N1CCC(C(=O)N[C@@H](C)C(=O)O)CC1	5	4	5	96	1	nt	0.97	-5	-5	97
CS(=O)(=O)N1CC(C(=O)NC2CCCC2)Oc2ccc(Cl)cc21 (stereo unspecified)	12	5	-17	100	1.1	nt	0.91	-7	17	96
COc1ccc(-c2nc3ccccc3o2)cc1NC(=O)c1ccc(Br)o1	15	-6	-12	92	1	nt	1.7	-2	13	105
COCCCNC(=S)N1CCN(S(=O)(=O)c2ccc(OC)cc2)CC1	-2	-3	2	107	1	1.4	1.2	-1	-2	101
CC1CCN(c2c(NCC3CCC(C(=O)Nc4ccccn4)CC3)c(=O)c2=O)CC1 (stereo unspecified)	-5	-7	-1	104	1.1	0.44	1	-10	1	106
c1ccc(C(c2nnnn2Cc2ccco2)N2CCN(C3CCCC3)CC2)cc1 (stereo unspecified)	7	11	19	100	1	nt	1.1	-3	-19	91
CCCCN1C(=O)CN(CCc2ccccc2)C(=O)C1c1ccc(OC)cc1 (stereo unspecified)	8	1	-5	101	1	1.1	0.96	-4	5	99
CC12COC3(C(=O)Nc4ccccc4)CC1CCC32C (stereo unspecified)	-2	-6	0	104	1.1	0.62	0.98	-5	-1	104
Cc1cccc2sc(N(CCN(C)C)C(=O)c3cc(Cl)sc3Cl)nc12	4	0	-2	98	1	nt	1.1	-1	2	100
CCNS(=O)(=O)c1ccc(CCC(=O)O)cc1	1	-12	14	107	1.1	0.2	1.2	-7	-14	111

More records.
SMILES	STAT3 blocker	STAT1 inh	APP 5UTR inh	STAT3 activator	FLuc act counter	ROMK primary	NF-kB expr up	FLuc inhib CS	APP 5'UTR act	STAT1 activator
Nc1[nH]c(N=NC(=O)c2ccc(Cl)cc2)c2ccccc12	-13	-19	-17	106	0.5	nt	1.3	48	17	117
O=C(CSc1c2c(nc3ccccc13)CCCC2)NCc1ccco1	3	19	16	99	1	-1.7	1.2	-2	-16	81
CCCNC(=O)CC(NS(=O)(=O)c1ccc(Cl)cc1)c1ccco1 (stereo unspecified)	7	7	7	96	1.1	nt	1	-11	-7	93
Cc1c(Br)c([N+](=O)[O-])nn1C(C)C(=O)NCc1ccco1 (stereo unspecified)	15	10	-3	85	1	nt	0.85	-3	3	91
CC(=O)N1N=C(c2ccc(C)o2)CC1c1cccc(F)c1 (stereo unspecified)	-2	3	8	103	1.1	0.5	1	-7	-8	98
Cc1cc(C(=O)N(C)C)sc1-c1ccccc1	10	-23	-44	94	0.9	-0.15	2.4	7	44	121
COc1ccc(S(=O)(=O)c2cnc3ccccc3n2)cc1	-7	16	11	109	1.1	nt	1.5	-5	-11	84
Cc1cc(C)c2[nH]c(=O)c(C(c3nnnn3Cc3ccc4c(c3)OCO4)N3CCC(C)CC3)cc2c1 (stereo unspecified)	-5	1	0	105	1.1	-1.7	1.2	-12	0	97
COc1cccc(-n2cnnn2)c1	7	1	-14	95	1.1	0.37	1.1	-11	14	99
COC(=O)CCCC(=O)Nc1ccc(Cl)c(Cl)c1	1	-5	-9	100	1	-0.85	0.86	-4	9	98
C#CCNC(=O)C1=C[C@H](c2ccc(Br)cc2)[C@@H](CCCO)[C@H](OCC)O1	nt	0	8	nt	1	nt	1.2	-3	-8	102
CC(=O)N1c2ccccc2N2C(c3c(C)c(C)cc(C)c3C)=NON12	9	-1	0	100	1	-0.97	1.1	-1	-1	101
CCCc1cc(=O)oc2cc(OCC(=O)NCc3cccs3)ccc12	8	-3	-27	92	1.1	1.3	1.1	-10	27	103
CN(C)c1ccc(-c2nn3c(C4CCCCC4)nnc3s2)cc1	16	-4	-9	93	1.1	nt	1.2	-5	9	104
COc1ccc(-n2c(Cc3cccn3C)nnc2SCC(=O)NCC2CCCO2)cc1 (stereo unspecified)	14	4	9	93	1.1	nt	1.2	-6	-9	96
COc1ccc(C2C(C(=O)OC(C)C)=C(C)N=c3s/c(=C\c4cccs4)c(=O)n32)cc1 (stereo unspecified)	-6	-2	19	106	1	nt	1.1	-4	-19	102
CN(C)c1ccc(C(=O)OCC(=O)NCC2CCCO2)cc1 (stereo unspecified)	5	6	nt	94	1	0.46	0.92	-5	nt	95
O=C(COC(=O)c1c(Cl)ccc(Cl)c1Cl)NC1CCS(=O)(=O)C1 (stereo unspecified)	8	7	3	97	1	0.11	1	-1	-3	92

Filtered by structure, the compounds so far with a COOH group.
SMILES	STAT3 blocker	STAT1 inh	APP 5UTR inh	STAT3 activator	FLuc act counter	ROMK primary	NF-kB expr up	FLuc inhib CS	APP 5'UTR act	STAT1 activator
Cc1[nH]c2c(C)cccc2c1CC(=O)O	5	0	12	103	1	-0.27	1.1	4	-12	98
O=C(O)CCN1C(=O)/C(=C\c2ccc(-c3nc4ccccc4s3)o2)SC1=S	-24	3	6	118	1	-2.8	1.2	-4	-6	97
CCc1cccc(C)c1NC(=O)C1C2CCC(O2)C1C(=O)O (stereo unspecified)	6	9	5	97	1.1	nt	0.83	-6	-5	91
CCCCC[C@H](O)/C=C/[C@H]1C=CC(=O)[C@@H]1C/C=C\CCCC(=O)O	-11	-3	-8	112	1	nt	1	-4	8	103
CSCC[C@H](NC(=O)OC(C)(C)C)C(=O)N1CCC(C(=O)N[C@@H](C)C(=O)O)CC1	5	4	5	96	1	nt	0.97	-5	-5	97
CCNS(=O)(=O)c1ccc(CCC(=O)O)cc1	1	-12	14	107	1.1	0.2	1.2	-7	-14	111
